Vif-A3F inh: Vif-A3F binding inhibition; 390,000 compounds, 0.2% hits; AID 602313; Potency, µM (highest dose often 46.1 µM), for inactives: top-dose activity, negative = active; HeLa A3F-eYFP + Vif (tagged APOBEC3F with the HIV-1 protein that degrades it), YFP fluorescence increase; further: potency means the concentration at half of the fitted maximal effect; % of control where 0% means no effect; nearly all actives have a fitted effect of over 65% in size
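Fluorescence increase (Ex 488/Em 500-530) after overnight compound treatment at 37 deg C flags inhibition of Vif-driven A3F-eYFP loss in stable HeLa A3F-eYFP/Vif cells seeded overnight beforehand.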
TrxR1 substrate: substrates of rat thioredoxin reductase 1 | purified TrxR1 substrate turnover, NADPH consumption readout | O89049 | 390,000 compounds, 0.01% hits | Potency, µM (titrated, usually from 114 µM), for the others: at the highest dose activity change, negative = substrate turnover; further: potency means the concentration at half of the fitted maximal effect; on the % scale 0 is the no-effect control and ±100 the full control effect; nearly all actives have a fitted effect of over 50% in size
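Rat TrxR1, dispensed at 90 nM, was prereduced with 400 uM NADPH (final) for 5 min at ~22 deg C, then incubated with compound 15 min before 400 uM selenite. A first-read NADPH fluorescence drop versus no-compound background flagged substrates.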
USP1 inh: inhibitors of human USP1/UAF1 deubiquitinase. Potency, µM (titrated, usually from 57.1 µM), without a hit: at the top dose activity change, negative = inhibition, actives largely listed as inhibitors. O94782. 390,000 compounds, 0.23% hits. recombinant USP1/UAF1, Ub-Rhodamine cleavage fluorescence; further: potency means the concentration at half of the fitted maximal effect; on the % scale 0 is the no-effect control and ±100 the full control effect; nearly all actives have a fitted effect of over 60% in size; inactives centre near -12
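High-throughput fluorogenic screen: 1nM USP1/UAF1 complex, Ub-Rho substrate 150nM final, 50mM HEPES pH 7.8 with 0.5mM EDTA, 0.1 mg/ml BSA, 1mM TCEP and 0.01% Tween-20.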
RGS4 inhibitor: inhibitors of human regulator of G protein signaling 4; P49798; Transcreener GDP fluorescence polarization, RGS4-accelerated GTP hydrolysis; Potency, µM (doses to about 114 µM), without a hit: at the highest dose activity change, negative = inhibition, usual class: inhibitors; 390,000 compounds, 0.039% hits; AID 504845; further: potency means the concentration at half of the fitted maximal effect; on the % scale 0 is the no-effect control and ±100 the full control effect; nearly all actives have a fitted effect of over 75% in size; some results filed as inactive show a strong effect at the top dose
Target sequence (P49798 whole entry, looked up): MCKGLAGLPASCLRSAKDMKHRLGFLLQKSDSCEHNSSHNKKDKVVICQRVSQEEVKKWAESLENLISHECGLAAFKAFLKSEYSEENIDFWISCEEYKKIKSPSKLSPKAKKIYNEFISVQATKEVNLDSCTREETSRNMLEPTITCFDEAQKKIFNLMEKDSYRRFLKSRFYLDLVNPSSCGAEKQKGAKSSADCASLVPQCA
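MLSMR compounds (23 nl, pin-transferred) preincubated 10 min at room temperature with a 500nM (2x) first reagent, then RGS4 at 900nM (2x) plus Transcreener GDP mix added; fluorescence polarization (620/688 nm) read before and after 90 min at 30 °C.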
Vif-APOBEC3G blk: inhibitors of Vif-APOBEC3G interaction; Q9HC16; HeLa A3G-eYFP + Vif (tagged APOBEC3G with the HIV-1 protein that degrades it), YFP fluorescence, overnight; Potency, µM (titrated, usually from 46.1 µM), inactives show top-dose activity, negative = active, most hits filed as inhibitors; 410,000 compounds, 0.076% hits;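 further: potency means the concentration at half of the fitted maximal effect; on the % scale 0 is the no-effect control and ±100 the full control effect; nearly all actives have a fitted effect of over 60% in size; hits raise eYFP signal because A3G escapes Vif-driven loss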
Target sequence (Q9HC16 whole entry, looked up): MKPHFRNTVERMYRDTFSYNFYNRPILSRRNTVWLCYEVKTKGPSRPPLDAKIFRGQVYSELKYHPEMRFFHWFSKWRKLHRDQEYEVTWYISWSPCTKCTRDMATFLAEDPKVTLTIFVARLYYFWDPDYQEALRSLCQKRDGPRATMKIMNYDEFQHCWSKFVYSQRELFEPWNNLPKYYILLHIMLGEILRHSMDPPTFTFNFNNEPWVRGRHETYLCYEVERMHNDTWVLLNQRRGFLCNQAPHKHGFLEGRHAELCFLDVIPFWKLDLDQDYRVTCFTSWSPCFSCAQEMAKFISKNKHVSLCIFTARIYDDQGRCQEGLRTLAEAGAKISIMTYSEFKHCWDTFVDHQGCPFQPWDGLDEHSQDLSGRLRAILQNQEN
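Read-out is eYFP fluorescence (Ex 488/Em 500-530) from Vif-expressing HeLa A3G-eYFP cells; more signal means A3G escaped Vif-mediated degradation. Cells plated overnight, compound pinned in, incubated overnight at 37 deg C.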
TrxR1 inh: rat TrxR1 inhibition; recombinant rTrxR1, NADPH fluorescence consumption, selenite substrate; 390,000 compounds, 1% hits; Potency, µM (top dose mostly 114 µM), inactives show at the top dose activity change, negative = inhibition, hits mostly inhibitors; O89049; further: potency means the concentration at half of the fitted maximal effect; on the % scale 0 is the no-effect control and ±100 the full control effect; nearly all actives have a fitted effect of over 65% in size
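Rat TrxR1 (90 nM in the dispensed reagent) was pre-reduced with 400 uM NADPH for 5 min at room temperature, then incubated with compound for 15 min. After 400 uM selenite was added, NADPH fluorescence (Ex 340/Em 450 nm) was followed for 8 min.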
LDHA block: inhibitors of human lactate dehydrogenase A. P00338. purified LDHA, NADH/diaphorase-resazurin fluorescence; hits give low values. activity change, % (values are at about 110 or 230 µM). 480,000 compounds, 0.15% hits; in the data active means activity change below about -30%; inconclusive means mostly about -25% to -30%;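 further: plate controls were DMSO wells for no effect and wells without enzyme for full effect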
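Resorufin fluorescence (ex540/em590), read at 0 and 20 min after diaphorase/resazurin addition, reports the NADH left after a 5 min room-temperature reaction of 2 nM human LDH5 with 0.06 mM NADH and 0.2 mM pyruvate.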
IDH1 R132H inh: blocks human mutant IDH1 R132H enzyme; O75874; IDH1-R132H enzyme, NADPH consumption, diaphorase/resazurin fluorescence; Potency, µM (series often up to 76.6 µM), without a hit: top-dose activity change, negative = inhibition, hits mostly inhibitors; 390,000 compounds, 0.093% hits; further: potency means the concentration at half of the fitted maximal effect; on the % scale 0 is the no-effect control and ±100 the full control effect; nearly all actives have a fitted effect of over 65% in size
Target sequence (O75874 whole entry R132H, stated change not applied): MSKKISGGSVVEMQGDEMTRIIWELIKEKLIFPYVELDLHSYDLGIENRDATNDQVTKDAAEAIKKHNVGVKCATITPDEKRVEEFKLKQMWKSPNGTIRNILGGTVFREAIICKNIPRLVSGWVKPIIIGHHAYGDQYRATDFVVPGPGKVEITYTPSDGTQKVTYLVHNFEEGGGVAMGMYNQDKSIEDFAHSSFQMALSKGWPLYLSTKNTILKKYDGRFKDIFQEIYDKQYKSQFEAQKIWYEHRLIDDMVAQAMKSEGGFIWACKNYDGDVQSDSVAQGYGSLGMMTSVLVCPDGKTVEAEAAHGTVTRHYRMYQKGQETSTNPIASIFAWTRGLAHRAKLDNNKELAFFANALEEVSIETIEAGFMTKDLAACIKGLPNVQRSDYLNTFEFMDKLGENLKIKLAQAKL
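IDH1-R132H (0.5 ug/mL dispensed) in pH 7.5 Tris buffer was preincubated 30 min with compound, then given a substrate mix of 0.016 mM NADPH and 2 mM alpha-KG for 80 min at room temperature; remaining NADPH was read by diaphorase/resazurin fluorescence.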
GRP78 ERSR act: induces the endoplasmic reticulum stress response in human glioma cells; 420,000 compounds, 0.02% hits; Potency, µM, for inactives: at the highest dose activation, hits mostly activators; U87-MG GRP78 promoter luciferase reporter, 16 h; AID 602332; further: potency means the concentration at half of the fitted maximal effect; series mostly up to about 76 µM; % of control where 0% means no effect; nearly all actives have a fitted effect of over 35% in size
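ERSR induction read as luciferase luminescence (Bright-Glo, 10 min at room temperature) in stably transfected human U87-MG glioma cells exposed to compounds for 16 h, using GRP78 as sensor.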
The depositor's hits bear a star; ? = inconclusive; . = not tested or not shown; & = joins results of further samples; [ ] = another dose, or the depositor's remark. Unless noted, the call rests on the fitted dose curve; in most records, active means well fitted curve in the direction sought with a large enough effect; inconclusive means small, poorly fitted or top-dose-only effect, or another doubt; inactive means no such curve, though single readings can be large; an effect the other way counts as inactive or inconclusive.

molecule	Vif-A3F inh	TrxR1 substrate	USP1 inh	RGS4 inhibitor	Vif-APOBEC3G blk	TrxR1 inh	LDHA block	IDH1 R132H inh	GRP78 ERSR act
CCOC(=O)C1=C(C)N=C(/N=C/N(C)C)SC1c1ccccc1 (stereo not drawn)	2%	-5%[57.1 µM]	-11%	-9%	?	0%[57.1 µM]	2	3%	0%
COc1cc(NC(=O)CN(c2ccc(C)cc2)S(=O)(=O)c2cccc3nonc23)cc(OC)c1	-2%	-4%	-8%	9%	-1%	20%	0	6%	-2%
NS(=O)(=O)c1ccc(NC(=O)Nc2cccc3ccccc23)cc1	3%	5%	-19%	-7%	-7%	18%	-1	2%	-3%
O=C(c1ccccc1-c1ccccc1)N1CCCC1	-3%	-7%	-7%	35%	3%	-3%	-5	4%	-2%
COc1ccccc1CNN	-18%	11%[57.1 µM]	-20%	-37%	-6%	34%[57.1 µM]	1	-1%	7%
CNC[C@@H]1Oc2cc(Br)ccc2S(=O)(=O)N([C@H](C)CO)C[C@H]1C	-12%	.	-22%	.	1%	.	-9	0%	1%
COc1ccc(C2C3=C(COC3=O)Oc3cc4c(cc32)OCO4)cc1OC (stereo not drawn)	1%	-12%&1%	2%	-2%&-1%	?	-14%&16%	0&-5	7%	0%&1%
CC(C)[C@H](NC(=O)Nc1ccc(S(N)(=O)=O)cc1)C(=O)O	0%	2%	0%	-5%	-3%	26%	1	0%	-8%
CC(C)Oc1ccc(S(=O)(=O)N2CCOCC2)cc1NC(=O)C1COc2ccccc2O1 (stereo not drawn)	8%	-7%	-23%	-17%	0%	12%	0	1%	1%
CC(NC(=O)Cc1ccc(NC(=O)N2CCSc3ncccc32)cc1)c1ccccc1 (stereo not drawn)	0%	1%	-13%	12%	5%	17%	3	16%	-5%
O=C(NCCO)c1nc(C(=O)c2ccccc2)c2ccccc2n1	-3%	2%	-17%	2%	-4%	14%[57.1 µM]	1	2%	-5%
CC1CCCN(c2nc3ccccc3nc2C(C#N)S(=O)(=O)c2cccs2)C1 (stereo not drawn)	1%	-10%	143%[activator]	-8%	-7%	-6%	1	13%	0%
Cc1cc(N2CCOCC2)nc2ccccc12	2%	46%[activator]	-4%	-36%	-1%	3%	-8	2%	-3%
CCOc1ccc(S(=O)(=O)c2c(C(=O)c3ccccc3)cnc3cc4c(cc23)OCCO4)cc1	0%	37%[activator]	-15%	-15%	-12%	23%	2	0%	0%
COCCNC(=O)c1ccc2c3n(nc2c1)-c1ccccc1CO3	-3%	27%	-5%	23%	1%	-5%	0	3%	-5%
O=C(N/N=C1\CCc2ccccc21)c1ccc(O)cc1	3%	7%[57.1 µM]	-9%	-3%	-1%	17%[57.1 µM]	-3	7%	-9%
O=C(NCc1ccccn1)c1cccc(S(=O)(=O)NCc2ccccc2)c1	6%	-4%	-15%	-27%	2%	-6%	-3	7%	-1%
O=C(NCc1cccc2ccccc12)Nc1ccccc1	-3%	-12%	-3%	26%	0%	-2%	-7	8%	2%
O=C(O)c1cc(-c2ccccc2)n[nH]1	-4%	-1%	.	-17%	-2%	-9%	-2&-11	.	3%
O=C(CN1N=C(c2ccc(Cl)cc2)CCC1=O)NCCc1ccccc1	-1%	1%[57.1 µM]	-17%	-4%	2%	21%[57.1 µM]	0	10%	-2%
COC(=O)[C@H]1[C@H]2C[C@@H]3c4[nH]c5cc(OC)ccc5c4CCN3C[C@H]2C[C@@H](OC(=O)c2cc(OC)c(OC)c(OC)c2)[C@@H]1OC	?	7%[57.1 µM]	-17%	?	-13%	?	-6	2%	-6%&-2%&-7%
CCN(CC)S(=O)(=O)c1cc(OCC(N)=O)c(C)cc1Cl	-1%	-1%	-8%	-31%	-7%	3%	-2	6%	-1%
Cc1ccc2c(c1)N(C(=O)CCC(=O)NCc1ccccn1)CC(C)O2 (stereo not drawn)	-6%	9%[57.1 µM]	-20%	2%	-5%	24%[57.1 µM]	-12	1%	-5%
COc1ccc(C(=O)c2cc(OC)c(OC)c(OC)c2)cc1OC	-8%	1%[57.1 µM]	-16%	21%	?	-2%[57.1 µM]	-3	4%	-4%
CCOC(=O)N1CCc2c(sc3c2c(=O)n(Cc2ccccc2)c(=O)n3Cc2ccc(C)cc2)C1	0%&5%	0%&7%	-24%&-24%	20%&11%	2%&-6%	17%&22%	0&-9&-13	-20%&3%	-4%&-2%
CCN1CCc2c(sc(NC(=O)C3COc4ccccc4O3)c2C(N)=O)C1 (stereo not drawn)	-23%	9%	-14%	-6%	-1%	8%	1	9%	-4%
Cc1cc(C)nc(NS(=O)(=O)c2ccc(NC(=O)C(C)C)cc2)n1	0%	8%	-22%	5%	4%	26%	1	-2%	1%
O=C(OCN1C(=O)c2ccccc2C1=O)c1cccnc1SC(F)F	1%	-1%	-14%	16%	1%	6%	-6	-4%	-3%
COc1ccc(C(=O)CSc2n[nH]c(-c3ccco3)n2)cc1	0%	-5%	-11%	6%	-3%	-12%	12	3%	-4%
Cc1ccc(CN(Cc2cccn2-c2nnc(N3CCCC3=O)s2)C(=O)Nc2ccccc2C(F)(F)F)cc1	6%	-3%	-28%	-20%	2%	11%	-5	8%	-3%
Cc1c(C(=O)NCc2cccc(Cl)c2)sc2nc[nH]c(=O)c12	-4%	-3%[57.1 µM]	-8%	4%	1%	11%[57.1 µM]	-1	1%	-1%
COc1cccc(C2/C(=C(\O)c3ccc4c(c3)OCCO4)C(=O)C(=O)N2CCCn2ccnc2)c1 (stereo not drawn)	0%	4%[57.1 µM]	-18%	-40%[56.9 µM]	0%	17%[57.1 µM]	-14	-7%	10%
CCCCCOC(=O)CSc1nnc(-c2cc(OC)c(OC)c(OC)c2)o1	-7%	-5%	-10%	32%	-1%	16%	-6	3%	?
O=C(CCC(=O)c1cccs1)NCc1ccccc1Cl	0%	-8%	-8%	3%	-1%	-11%	-4	0%	0%
O=C(CN1CCN(Cc2ccccc2)CC1)Nc1cccc(S(=O)(=O)N2CCCCCC2)c1	3%	7%[57.1 µM]	-26%	-4%	-2%	2%[57.1 µM]	-2	3%	-3%
CCOC(=O)Nc1nnc(-c2ccc(OC)cc2)s1	1%	24%	-8%	-5%	-2%	28%	-6	0%	7%
O=C(Cn1cc([N+](=O)[O-])nc1[N+](=O)[O-])N1CCN(c2ccccc2)CC1	6%	6%[57.1 µM]	-13%	-3%	-15%	-10%[57.1 µM]	22	1%	-1%
Cc1n[nH]c(=O)nc1NCCN(C)C	4%	-4%	-15%	-22%	2%	-3%	-2	11%	0%
Cn1c(=O)n(C)c2cc(NS(=O)(=O)c3ccccc3)ccc21	2%	5%	-16%	-10%	2%	16%	-1	-3%	-3%
Cc1cccc(N(CC(O)CN2CCCC2)S(=O)(=O)c2ccccc2)c1 (stereo not drawn)	-24%	11%	-21%	0%	10%	16%	-9	1%	-4%
O=C(CCSCc1ccc(Cl)cc1)NCc1cccnc1	-3%	14%[57.1 µM]	-4%	-7%	0%	29%[57.1 µM]	-1	9%	-4%
CN1CCN(C(c2cccc(Cl)c2)c2ccccc2Cl)CC1 (stereo not drawn)	-18%	-7%	0%	-11%	-1%	8%	-12	-4%	-3%
O=C(NNC(=O)C12CC3CC(CC(C3)C1)C2)c1cccc([N+](=O)[O-])c1	-3%	-2%	-17%	0%	2%	-3%	-3	5%	-2%
Cc1ccc2[nH]c(=O)c(-c3nc4c(C)cccn4c3NCc3ccco3)cc2c1	-5%	-3%[57.1 µM]	-6%	-2%[11.4 µM]	1%	3%[57.1 µM]	1	-3%	1%
O=C(O)CCCCCN1C(=O)CSC1=S	6%	5%[57.1 µM]	-11%	?	0%	3%[57.1 µM]	11	3%	-5%
CCc1nc2ccc(C(=O)NCCc3ccc(OC)cc3OC)cc2nc1CC	7%	-5%[57.1 µM]	?	11%	-14%	5%[57.1 µM]	3	-11%	1%
CCOC(=O)c1cc2cc(F)ccc2nc1C	-8%	-6%	-12%	25%	0%	13%[0.457 µM]	-1	0%	0%
CC1=C(C(=O)N(C)C)CC(CC(=O)NCC2CCCCC2)C(=O)N1Cc1ccc(C(C)(C)C)cc1 (stereo not drawn)	0%	.	-15%	.	0%	.	0	5%	0%

Only part of the results is shown, so the mix of outcomes need not match the whole.
